Screening data from PubChem BioAssay.
STAT3 activator – IL-6 driven STAT3 reporter potentiators, primary screen, U3A cells, luciferase, luminescence, MLSCN library; IL-6 STAT3-luciferase reporter; 100% = signal with IL-6 EC80 alone; activation (% of control), % at 5.6 µM; 0.91% of 190,000 active;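 active means activation above the screen-wide mean of compound activation plus 3 SD, cut at about 130% in these data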;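 further: 0% = background luminescence of wells with medium and substrate only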
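Detection: reporter luminescence signal / Assay system: STAT1-lacking human U3A cells, STAT3 luciferase reporter / Incubation: compound pre-incubation 1 h before IL-6, then 6 h stimulation at 37 °C / Control set: IL-6-only high control / Read-out: % activation relative to IL-6 control / Probe or stimulus: Interleukin-6, 33 ng/mL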
STAT3 blocker – IL-6 driven STAT3 reporter inhibitors, primary screen, U3A cells, luciferase, luminescence, MLSCN library; 0.89% of 190,000 active; inhibition, % at 5.5 µM; IL-6 STAT3-luciferase reporter; host cell line lacks STAT1;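 active means inhibition above the mean inhibition across all screened compounds plus 3 SD, cut at about 44% in these data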;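 further: 0% = DMSO only wells and 100% = 100 µM nifuroxazide control wells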
S1P3 antagonist – S1P3 receptor antagonists, primary screen, cell-based. inhibition, % at 4.98 µM. CHO S1P3 NFAT-BLA reporter, FRET fluorescence, antagonist mode. Sphingosine 1-phosphate receptor 3 (Homo sapiens), Q99500. AID 485, 2006. 0.27% of 170,000 active;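 active means inhibition above the plate cutoff, the mean inhibition of test wells on that plate plus 3 SD, cut at about 28% in these data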;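 further: cells challenged with S1P at its EC80 of 0.8 µM; blue over green emission ratio from cleaved BLA substrate after 4 h stimulation; 0% = S1P-stimulated wells and 100% = unstimulated DMSO-only wells; some compounds past the cut are filed as inactive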
PPARg SRC3 recr – PPARgamma agonists recruiting SRC-3 coactivator, primary screen, biochemical; activation, % at 8 µM; biochemical PPARgamma/SRC-3 coactivator recruitment assay; 0.26% of 200,000 active; Peroxisome proliferator-activated receptor gamma (Homo sapiens), P37231; in the data active means activation above about 23%;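 further: 0% = DMSO and 100% = reference agonist; some compounds past the cut are filed as inactive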
PPARg SRC2 recr – agonists of PPARg-SRC-2 recruitment, primary screen, biochemical, HTS | 0.34% of 200,000 active | PPARgamma LBD-SRC-2 recruitment | activation, % at 8 µM; in the data active means activation above about 22%;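 further: 0% = vehicle and 100% = reference agonist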
SRC2 TRFRET art – TR-FRET signal artefacts, primary screen, artefact control for PPARgamma SRC-2 agonist project, biochemical. 0.4% of 200,000 active. TR-FRET artefact counter-screen; active compounds read high. AID 1049, 2008. TR-FRET ratio at 8 µM; in the data active means TR-FRET ratio above about 2000; further: inactives centre near 1500
STAT1 inh – STAT1 signaling inhibitors, primary screen, cell-based, HTS, luciferase reporter; NIH 3T3 STAT1-luciferase reporter, IFN-gamma, luminescence; inhibition, % at 5.5 µM; 0.35% of 200,000 active; AID 920, 2007;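 active means inhibition above a set limit, the mean inhibition across all tested compounds plus 3 SD, cut at about 34% in these data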;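 further: 0% = IFN-gamma with DMSO and 100% = IFN-gamma with 300 µM nifuroxazide; values of inactives mirror those of a sister screen read the other way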
ROMK mod – ROMK potassium channel modulators, primary screen, cell-based, thallium flux, MLSMR library; Tet-inducible ROMK, thallium flux fluorescence; actives lie on both sides; B-score at 10 µM; 2% of 130,000 active;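 active means signal ratio slope over the read window, or its plate-corrected B-score, at least 3 SD from the plate mean, either direction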;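 further: B-score of the F/F0 ratio slope over 7 to 12 s after thallium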
RAM inhibit – inhibitors of the yeast RAM network, primary screen, dse1pr::URA3 reporter, 5-FOA selection; AID 868, 2007; S. cerevisiae dse1pr::URA3 reporter, 5-FOA growth OD615, 2 d; analog-sensitive cbk1-as2 kinase mutant strain; inhibition, % at 50 µM; 1.8% of 190,000 active;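 active means inhibition above a set limit, 3 SD over mean compound inhibition, cut at about 8.4% in these data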;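 further: 0% = DMSO-only wells with no growth and 100% = 10 µM 1-NA-PP1 full growth; inhibition rescues growth on 5-FOA so higher OD means more RAM inhibition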
TLR4 MyD88 comp – inhibitors of TLR4-MyD88 association in cells, primary screen, cell-based, HeLa CL3-4, BLA complementation, FRET ratio. Toll-like receptor 4 (Homo sapiens) + Myeloid differentiation primary response protein …. AID 861, 2007. HeLa CL3-4 TLR4/MyD88 BLA complementation. inhibition, % at 8.4 µM. 0.18% of 200,000 active; in the data active means inhibition above about 25%;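 further: 0% = vehicle and 100% = reference inhibitor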
Target sequence (O00206 whole entry, looked up): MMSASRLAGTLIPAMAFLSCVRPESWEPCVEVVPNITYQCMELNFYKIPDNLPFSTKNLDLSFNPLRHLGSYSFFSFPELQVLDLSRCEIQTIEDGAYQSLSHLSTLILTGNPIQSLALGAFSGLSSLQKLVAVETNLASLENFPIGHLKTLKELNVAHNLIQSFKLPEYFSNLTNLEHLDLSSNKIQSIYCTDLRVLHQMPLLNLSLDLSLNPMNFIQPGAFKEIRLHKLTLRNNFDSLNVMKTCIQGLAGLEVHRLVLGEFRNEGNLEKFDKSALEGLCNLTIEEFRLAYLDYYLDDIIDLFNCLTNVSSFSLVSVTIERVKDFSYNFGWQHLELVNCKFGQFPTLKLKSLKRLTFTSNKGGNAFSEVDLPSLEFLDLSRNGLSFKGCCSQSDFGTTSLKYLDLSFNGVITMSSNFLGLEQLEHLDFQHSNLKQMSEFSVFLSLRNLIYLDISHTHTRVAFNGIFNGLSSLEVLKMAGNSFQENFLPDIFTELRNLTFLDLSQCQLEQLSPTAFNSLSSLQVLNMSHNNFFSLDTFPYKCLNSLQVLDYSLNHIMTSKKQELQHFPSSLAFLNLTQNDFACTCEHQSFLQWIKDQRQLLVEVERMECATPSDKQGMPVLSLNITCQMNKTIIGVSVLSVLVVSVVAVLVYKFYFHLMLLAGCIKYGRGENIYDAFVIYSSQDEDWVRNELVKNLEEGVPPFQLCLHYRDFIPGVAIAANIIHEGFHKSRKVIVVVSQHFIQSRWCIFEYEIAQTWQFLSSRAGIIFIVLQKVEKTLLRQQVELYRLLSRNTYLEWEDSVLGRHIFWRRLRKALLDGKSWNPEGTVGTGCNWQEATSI
Target sequence (Q99836 whole entry, looked up): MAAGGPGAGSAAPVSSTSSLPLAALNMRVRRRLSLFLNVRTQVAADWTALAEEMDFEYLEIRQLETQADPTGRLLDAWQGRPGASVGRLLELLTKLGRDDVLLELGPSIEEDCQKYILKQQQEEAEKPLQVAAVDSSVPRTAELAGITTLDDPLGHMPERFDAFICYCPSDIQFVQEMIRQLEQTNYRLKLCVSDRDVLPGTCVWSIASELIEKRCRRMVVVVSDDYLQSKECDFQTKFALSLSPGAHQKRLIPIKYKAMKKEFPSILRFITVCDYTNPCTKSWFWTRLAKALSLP
PPARg SRC-1 ag – PPARgamma agonists recruiting SRC-1 coactivator, primary screen, biochemical. Peroxisome proliferator-activated receptor gamma (Homo sapiens), P37231. PPARgamma-SRC-1 coactivator recruitment biochemical assay. activation, % at 8 µM. 0.41% of 200,000 active. AID 631, 2007; in the data active means activation above about 19%;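 further: 0% = DMSO and 100% = reference agonist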
An asterisk follows results filed as active; nt = no result given. Rows are unselected, and some 5.6% of all compounds hit somewhere here.

SMILES	STAT3 activator	STAT3 blocker	S1P3 antagonist	PPARg SRC3 recr	PPARg SRC2 recr	SRC2 TRFRET art	STAT1 inh	ROMK mod	RAM inhibit	TLR4 MyD88 comp	PPARg SRC-1 ag
Cc1cc(C)nc(-n2nc(C)cc2NC(=O)CNCc2ccccc2)n1	97	4	nt	1	2	1543	-6	-0.51	-0.5	-15	1
CCOC(=O)CC(=O)NC(CC(=O)OC)c1ccc(Br)cc1 (stereo not drawn)	102	-1	-6	6	5	1727	3	-0.56	0.2	1	13
O=C(c1ccccc1F)N1CCN(c2ccc([N+](=O)[O-])c(N3CCOCC3)c2)CC1	98	5	-8	5	5	1551	-6	0.18	0.6	-7	3
Cc1cc(OCCCCN2C(=O)NC(C)(C)C2=O)ccc1[N+](=O)[O-]	101	4	12	-2	0	1653	6	0.4	0.0	6	-6
COc1ccc(/C=C2\N=C(C)N(c3ccc4ccccc4c3)C2=O)cc1OC	99	3	0	3	3	1593	4	nt	3.2	10	7
CCOCCCNC(=O)CCS(=O)(=O)Cc1ccc(C)cc1	101	2	16	-10	10	1486	2	nt	0.1	-3	13
Cc1cc(/C=C(\C#N)C(=O)Nc2ccc(Cl)cc2)c(C)n1-c1ccc(N2CCOCC2)c([N+](=O)[O-])c1	94	8	-20	6	4	1519	0	-0.67	3.7	5	-1
Cc1ccccc1CN1C[C@@H]2C[C@@H](c3cnc(N4CCOCC4)s3)N3CCC[C@@]23C1=O	109	-8	-19	3	2	1552	-14	0.45	0.5	-2	12
CCCC(=O)c1ccc(N2CCN(S(=O)(=O)c3ccc(C)cc3)CC2)c(F)c1	101	-1	12	-6	7	1519	7	-0.012	2.5	6	7
COc1ccc2nc3oc(C(=O)NC4CCN(Cc5ccccc5)CC4)cc3cc2c1	103	-1	4	-1	0	1309	6	nt	0.9	-5	-2
COc1cccc(CN2CCN(C(=O)CC(C)C)CC2)c1	110	-8	-21	-2	0	1566	-5	1.7	0.8	11	-5
O=C(O)c1ccc(Br)c(S(=O)(=O)N2CCCC2)c1	99	4	10	1	11	1665	-3	nt	2.9	-9	3
CCOc1cc(C2C(C(=O)N3CCCCC3)=C(C)NC3=C2C(=O)CC(C)(C)C3)ccc1O (stereo not drawn)	101	7	7	3	-4	1396	2	1.2	1.2	5	2
COc1cc(CN2CCN(c3cccc(C)c3C)CC2)cc(OC)c1O	102	4	8	-1	-1	1601	-1	nt	0.2	12	-3
COc1ccc(OCCCN2CCCC(C)C2)cc1 (stereo not drawn)	97	7	-10	4	0	1474	2	nt	0.7	-10	-9
O=C(c1ccc([N+](=O)[O-])cc1)N1CCN(C(=O)c2ccco2)CC1	107	0	-7	-1	-1	1396	-6	1	-0.5	3	-2
CC1(C)Cc2ccccc2C(N)=C1C#N	99	3	nt	1	2	1517	2	0.19	0.2	2	3
Cc1ccc(SCC(=O)NCCSCc2ccccc2)cc1	103	-3	-16	-2	8	1442	-7	nt	2.1	5	-3
COc1ccc(COc2ccccc2C(N)=O)cc1F	101	7	-5	-1	1	1598	-6	-0.16	3.3	2	-1
Cc1cc(C)c2c(-n3cccc3)nn(CC#N)c2n1	109	-10	nt	-3	0	1599	3	nt	0.7	9	-8
CCCCCOc1ccc(Br)cc1/C(C)=N/NC1=NCCN1	111	-12	nt	-2	6	1590	6	nt	0.5	5	-1
C1=CCC(CN2CCN(C3CCCCCC3)CC2)CC1 (stereo not drawn)	100	2	-12	-7	2	1494	12	nt	1.0	10	-2
CCC(=O)Nc1cccc(-c2nnc(-c3cccc(NC(=O)CC)c3)o2)c1	99	5	nt	-4	3	1654	-14	nt	6.0	-10	1
CCN(c1ccccc1)S(=O)(=O)c1ccc(Cl)c(C(=O)O)c1	99	2	4	0	-4	1636	3	0.79	2.0	18	2
COc1ccccc1/C=C/C(=O)Oc1cccc2cccnc12	107	-4	-16	-1	2	1703	-5	nt	-1.0	3	4
CCOC(=O)N1CCN(Cc2ccccc2Cl)CC1	91	15	-19	18	1	1603	0	nt	3.2	15	7
COC(=O)c1ccc(CSc2nccn2C)cc1	101	2	-12	12	6	1502	-4	nt	0.0	11	-8
O=[N+]([O-])c1ccc(CSc2ncnc3ccccc23)cc1	95	12	-8	1	5	1866	0	-0.64	0.5	-3	-6
N#Cc1nc(-c2ccccc2F)oc1N1CCCC1	103	0	5	7	17	1709	-10	1.7	2.2	0	-2
N#C/C(=C\c1cc(Cl)cc(Cl)c1O)C(=O)NC1CCCCC1	103	4	nt	-1	2	1353	1	-1.5	0.4	-12	0
Cc1cccc(NC(=S)NCCc2ccc(S(N)(=O)=O)cc2)c1C	102	0	3	-1	-7	1627	5	nt	3.0	8	-2
O=C(COc1ccc2c3c(c(=O)oc2c1)CCC3)NC1CCCCC1	94	13	21	-4	14	1389	-2	nt	3.5	-14	2
COc1cc2c3c(c1)C1(C(=O)N3C(C)(C)C=C2C)C(C#N)=C(N)Oc2cc(O)ccc21 (stereo not drawn)	92	14	8	16	-4	1612	4	nt	0.5	6	8
CCc1ccccc1-n1c(SCC(=O)N2CCCC2)nnc1-c1ccccn1	99	6	2	3	0	1713	2	nt	-0.3	0	12
COc1ccc2[nH]c(C(=O)O)c(CCNC(C)=O)c2c1	105	-1	-20	-2	0	1606	-6	nt	1.7	8	-5
Cc1cc(C)n(/N=C/c2cc(Cl)cc(Cl)c2O)c(=O)c1	98	11	-30	1	-2	1632	-8	-1.3	-0.9	-6	6
CC(=O)Oc1cccc(N2C(=O)c3ccc(C(=O)Nc4c[nH]c(=O)[nH]c4=O)cc3C2=O)c1	97	5	2	5	11	1829	-5	0.31	12*	6	8
COc1ccc(NC(=O)CSc2c3c(nc4ccccc24)CCC3)c(OC)c1	102	-5	7	6	13	1860	-2	0.46	-0.3	-5	9
O=C(Cn1nnc(-c2ccc(Cl)cc2)n1)NCc1ccco1	106	-1	6	3	6	1794	-9	0.71	1.5	-21	13
Cc1cccc(NC(=O)c2cnc3sccn3c2=O)c1	nt	nt	-24	7	2	1732	-28	nt	1.8	-4	5
CCOC(=O)c1cc(=O)cc(C(=O)OCC)o1	97	8	-47	-13	0	1241	3	nt	1.7	-6	-1
CCc1nnc(NC(=O)CSc2nnc(Cc3ccccc3)n2-c2ccc(OC)cc2)s1	102	-1	-24	-4	7	1640	1	-0.26	2.2	4	2
CCn1cc(Br)c(C(=O)Nc2nccs2)n1	102	2	-7	-1	-5	1495	-30	-0.32	1.9	15	8
CCc1cc(C(=O)N/N=C/c2c(C)[nH]c3ccccc23)cs1	94	8	-12	1	12	1725	6	-1.8	0.5	-2	6
Cc1cc(NC(=O)CSc2ccc(Cl)cc2)no1	106	-3	-17	-14	-5	1442	12	-0.68	-0.6	1	6
CCN(CC)C(=O)C1CCCN(C(=O)Nc2ccc3nsnc3c2)C1 (stereo not drawn)	101	2	nt	-2	0	1650	6	nt	0.6	-3	6
O=C(CCCn1c(=S)[nH]c2ccccc2c1=O)N1CCOCC1	100	3	-14	-9	-1	1618	4	0.072	1.4	-2	5
CCOC(=O)C(=O)c1csc(NC(=O)COc2ccc(N(C)S(=O)(=O)c3ccc(F)cc3)cc2)n1	97	8	nt	5	6	1717	2	0.82	4.6	-3	1
CC(C)(O)C#Cc1ccc(CN2CCCC(CO)(Cc3cccc(Cl)c3)C2)cc1 (stereo not drawn)	103	-1	-12	-1	-4	1371	-6	-0.13	1.6	-5	5
CCOC(=O)c1ccccc1NC(=O)C=C(C)C	98	5	2	-2	-4	1492	-4	-0.93	-0.4	-10	-3
O=C(NC1CCCCC1)c1ccccc1NC(=O)C1CC(=O)N(c2ccc(Cl)cc2)C1 (stereo not drawn)	99	6	nt	3	5	1478	3	nt	2.1	16	-7
c1ccc(-c2noc(CC3CCCCC3)n2)nc1	91	17	-4	-2	-4	1650	-38	-0.25	-0.9	0	4
COc1cc(NC(=O)C2CCCN2C(=O)C2CCC(C)CC2)cc(OC)c1OC (stereo not drawn)	95	11	-8	3	1	1433	-5	nt	-0.5	3	0
O=C(Cc1ccccc1)NNC(=O)c1cccs1	93	13	nt	9	-3	1615	-13	nt	0.6	6	1
Cc1cc(Cl)ccc1OCC(=O)Nc1ccccc1N1CCOCC1	94	10	45	-2	10	1455	-5	-2.6	6.3	-5	-1
COc1ccccc1NC(=O)Nc1ccccc1Br	100	11	1	4	-1	1642	-1	-0.82	1.9	7	-8
CCCCNC(=O)OCC(CC)NC(=O)OC(C)C (stereo not drawn)	100	4	4	5	-1	1456	-5	0.94	0.7	6	-5
COc1ccc([N+](=O)[O-])c2c(=O)ccoc12	102	-5	-7	2	2	1655	-4	0.12	3.5	-1	-3
COC(=O)c1nc2nc(C)cc(=O)n2[nH]1	102	2	nt	-5	6	1653	6	nt	0.0	-15	-3
Nc1cc(=O)[nH]c(SCC(=O)N2N=C(c3ccc(Cl)cc3)CC2c2ccco2)n1 (stereo not drawn)	98	10	-26	1	-11	1389	-14	0.15	1.2	-4	5

Going on with the list.
SMILES	STAT3 activator	STAT3 blocker	S1P3 antagonist	PPARg SRC3 recr	PPARg SRC2 recr	SRC2 TRFRET art	STAT1 inh	ROMK mod	RAM inhibit	TLR4 MyD88 comp	PPARg SRC-1 ag
Cc1ccc(/C=N/NC(=S)NC(C)C)o1	98	6	nt	-1	8	1556	-5	-0.087	1.1	3	7
S=C(NCc1ccncc1)NC1CCCC1	101	6	1	4	-1	1333	3	0.76	1.7	-2	-8
COc1ccc(Cn2c(CCC(=O)N3CCN(c4ccccn4)CC3)nc3ncccc3c2=O)cc1	99	5	3	1	-4	1733	3	-0.0017	1.9	12	-5
COc1ccc(S(=O)(=O)Nc2ccccc2C(=O)NCc2ccco2)cc1Br	101	-2	8	-5	-1	1486	-1	nt	8.3	-6	-4
